# XiGFP reactiv: reactivates the inactive X chromosome in mouse fibroblasts; 360,000 tested, 0.055% active; AID 743238; activation, % at 7.58 µM; XiGFP mouse fibroblasts, % GFP-positive cells imaging, 3 d; cells co-treated with 5-aza-dC sensitizer; scaled so ellipticine positive control = 100%;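 active = mean normalized replicate activation at least 10% and every replicate at or above 10%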;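 note: 0% = median of on-plate neutral control wells and 100% = ellipticine 6 µM median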
#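 Material: SV40-immortalized XiGFP fibroblast cells, line 68-5-11 | Buffer or medium: DMEM containing 5-aza-dC | Dosing: One concentration, pinned | Times: 3 d treatment, 15 min room-temperature fixation | Controls: Ellipticine 6 µM positive control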
# esBAF inh: blocks esBAF chromatin remodeling in mouse ES cells | Bmi1-luciferase knock-in reporter, 24 h; 100% = twice the neutral-well signal | reporter increase, % at 12.5 µM | 350,000 tested, 2% active | AID 602393; in the data active = activation above about 40%;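 note: 0% = median of the plate's neutral control wells and 100% = double that signal; a rise in the Bmi1 reporter signal indicates esBAF inhibition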
# E-selectin induc: induces E-selectin expression in human endothelial cells; HUVEC E-selectin immunofluorescence imaging; normalized: neutral wells 0, TNF-alpha wells 100; activation, % at 7.58 µM; 260,000 tested, 0.37% active; AID 686992;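 active = mean E-selectin-positive cell signal at least 10% of the positive control, reached in at least 60% of replicates, without over 20% cell loss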;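 note: in these data hits start at about 27%; measured in HUVEC primary endothelial cells; signal is the percent of cells scored E-selectin positive by PE staining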
#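 Assay system: HUVEC, human umbilical vein endothelial cells / Amount: 3,000 HUVEC/well / Controls: TNF-alpha positive control, DMSO neutral control / Compound dosing: single concentration / Medium: EGM-2 over gelatin coat / Evaluation: percent E-selectin-positive cells / Signal: immunofluorescence imaging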
# ERp5 inh: ERp5 (human) disulfide isomerase inhibition; AID 651711; inhibition, % at 9.99 µM; 350,000 tested, 0.05% active; Q15084; ERp5 insulin aggregation, absorbance 650 nm, 90 min;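 active = mean replicate inhibition above about 25%, with every replicate also reaching it, limit read from the data, passing the limit was not always enough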
# ERAP1 HTS inh: inhibitors of human ERAP1 aminopeptidase; recombinant ERAP1, Leu-AMC fluorescence, 60 min; inhibition, % at 10.7 µM; AID 652197; 340,000 tested, 0.15% active; Q9NZ08;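 active = mean replicate inhibition of at least 30%, or all replicates individually reaching that 30% level; inactive = mean below 30% and not every replicate reaching it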;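 note: 0% = neutral control wells and 100% = L-leucinethiol positive control wells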
# Target sequence (Q9NZ08 whole entry, looked up): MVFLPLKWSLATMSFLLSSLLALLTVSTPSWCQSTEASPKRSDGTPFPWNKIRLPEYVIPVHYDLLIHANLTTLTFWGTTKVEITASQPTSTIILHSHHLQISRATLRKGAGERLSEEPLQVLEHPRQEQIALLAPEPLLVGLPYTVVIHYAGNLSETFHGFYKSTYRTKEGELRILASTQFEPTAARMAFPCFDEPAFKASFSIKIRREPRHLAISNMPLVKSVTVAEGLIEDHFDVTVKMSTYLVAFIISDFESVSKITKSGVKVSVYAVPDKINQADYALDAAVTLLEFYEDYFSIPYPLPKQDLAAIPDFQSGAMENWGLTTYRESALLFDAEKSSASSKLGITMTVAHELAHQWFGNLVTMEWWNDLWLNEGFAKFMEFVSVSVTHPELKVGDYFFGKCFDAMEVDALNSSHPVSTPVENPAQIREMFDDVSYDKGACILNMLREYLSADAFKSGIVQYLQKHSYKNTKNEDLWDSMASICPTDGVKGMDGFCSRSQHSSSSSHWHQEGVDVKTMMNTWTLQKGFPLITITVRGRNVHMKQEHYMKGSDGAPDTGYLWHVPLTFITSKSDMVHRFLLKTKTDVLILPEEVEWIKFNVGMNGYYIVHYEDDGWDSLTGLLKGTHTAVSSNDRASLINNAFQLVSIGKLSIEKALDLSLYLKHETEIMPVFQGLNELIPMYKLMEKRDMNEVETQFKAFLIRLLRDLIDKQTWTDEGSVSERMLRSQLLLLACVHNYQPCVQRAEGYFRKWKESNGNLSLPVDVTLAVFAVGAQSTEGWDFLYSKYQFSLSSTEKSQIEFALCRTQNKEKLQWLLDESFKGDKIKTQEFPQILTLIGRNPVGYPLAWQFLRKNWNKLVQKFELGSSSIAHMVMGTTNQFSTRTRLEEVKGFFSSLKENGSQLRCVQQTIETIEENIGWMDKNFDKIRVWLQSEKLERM
# RAD54 inh: blocks human RAD54 Holliday junction branch migration. inhibition, % at 10.4 µM. FAM/BHQ fluorescence. 360,000 tested, 0.14% active;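 active = mean normalized replicate activity at least 40 and at least half of replicates scoring 40 or more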;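 note: 0% = median of neutral control wells and 100% = median of positive control wells; inhibitors cause a drop in the FAM fluorescence signal; in these data hits start at about 50%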
# S100A4 inh HTS: S100A4-myosin IIA interaction inhibition | P26447 | S100A4/TAMRA-MyoIIA peptide fluorescence polarization | inhibition, % at 10.7 µM | 360,000 tested, 0.14% active;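 active = mean inhibition of at least 70% across replicates, with every replicate also reaching that level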
# Target sequence (P26447 whole entry, looked up): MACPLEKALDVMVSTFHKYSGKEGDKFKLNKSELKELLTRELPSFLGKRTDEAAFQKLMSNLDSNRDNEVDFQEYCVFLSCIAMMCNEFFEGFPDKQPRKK
#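 Test system: S100A4 monomer protein; Medium: HEPES pH 7.2 with CaCl2, KCl, NaCl, DTT, Triton; Probe or stimulus: TAMRA-labelled myosin IIA heavy-chain peptide probe, 5 nM; Doses: one dose per compound; Times: polarization read 5 min after assay mix addition, stable 5–60 min; Benchmarks: neutral control DMSO, positive control TFP.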
# RAD52 anneal inh: RAD52 (human) annealing inhibition. recombinant RAD52 DNA annealing, FRET fluorescence. inhibition, % at 18.7 µM. 360,000 tested, 0.46% active. AID 651710;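 active = every replicate showing at least 50% inhibition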
# An asterisk follows results filed as active; nt = no result given; & = joins results of further samples.
SMILES,XiGFP reactiv,esBAF inh,E-selectin induc,ERp5 inh,ERAP1 HTS inh,RAD54 inh,S100A4 inh HTS,RAD52 anneal inh
CO[C@@H]1CN(C)C(=O)c2ccc(NC(C)=O)cc2OC[C@@H](C)N(S(=O)(=O)c2cn(C)cn2)C[C@H]1C,0.1,-0.2,-0.3,0.3,2.5,1.9,2.5,-0.9
COc1ccc(C(=O)c2ccccc2Cl)cc1OC,0.2,-6.0,nt,-1.7,2.4,nt,-1.4,4.1
CCn1c(=O)[nH]c(=O)c2c(N)c(C(=O)c3cc(F)ccc3F)sc21,-0.2,-5.0,nt,-4.1,1.3,-0.9,1.9,-15.6
CCN(CC)C(=O)C1=C(C)N(Cc2ccc(OC)cc2)C(=O)C(CC(=O)NCCCN(C)C)C1 (stereo unspecified),-0.1,-2.3,-0.2,2.0,-0.8,10.2,-1.3,1.3
COc1ccc(/C=C(\C#N)C(=O)OCC(=O)Nc2c(C)cccc2C)cc1,0.5,nt,-2.7,-5.2,2.7,nt,-1.8,-131.5
O=C(Nc1ccccc1N1CCCCC1)c1cc(S(=O)(=O)N2CCOCC2)ccc1Cl,0.0,nt,0.2,5.8,0.1,5.9,-9.5,-71.6
CN(C)CC(=O)N[C@H]1CC[C@@H](CC(=O)NCc2ccc(Cl)cc2)O[C@H]1CO,-0.3,-1.3,-0.2,-1.2,-6.4,-5.8,2.1,9.6
COC(=O)Cn1c(C)c(/C=C/c2cc[n+](C)cc2)c2ccccc21,0.9,14.7,nt,0.8,12.9,-165.3,-3.5,-437.8
C[C@@H]1CN([C@H](C)CO)C(=O)c2cc(NC(=O)Cn3cnnn3)ccc2O[C@@H]1CN(C)S(C)(=O)=O,-0.1,1.2,12.9,7.7,1.6,0.2,6.6,-20.4
COc1ccc(NC(=O)N(C)C[C@@H]2Oc3c(NS(=O)(=O)c4c(C)noc4C)cccc3C(=O)N([C@@H](C)CO)C[C@@H]2C)cc1,0.0,-1.0,0.0,1.4,-0.2,5.4,-41.5,-18.5
CC12CCC(C(=O)NNC(=O)c3ccc(F)cc3)(OC1=O)C2(C)C (stereo unspecified),0.0,0.0,-0.1,-2.4,-0.9,-3.8,-0.5,-4.0
CS(=O)(=O)Nc1ccc2c(c1)[C@@H]1C[C@H](CC(=O)N3CCc4ccccc4C3)O[C@H](CO)[C@@H]1O2,0.3,2.5,-0.1,1.7,1.0,1.1,0.4,-5.7
Nc1nnn(CC(=O)N/N=C/c2ccccc2Cl)n1,0.2,nt,-0.1,3.2,1.7,-1.0,-30.6,-14.7
CO[C@@H]1CN(C)C(=O)c2cc(NS(C)(=O)=O)ccc2OC[C@H](C)N(C)C[C@H]1C,0.1,-3.7,0.0,-6.8,-2.2,-0.5,8.2,-4.0
Cc1nn(-c2ccccc2)c(Cl)c1C(=O)NNC(=O)c1ccccc1O,0.2,33.2,nt,1.4,-0.1,8.5,2.4,-14.3
Cc1ccc(S(=O)(=O)N[C@H]2CC[C@@H](CCNC(=O)C3CCOCC3)O[C@@H]2CO)cc1,0.0,-0.9,-0.1,1.6,4.2,-0.4,3.7,15.6
COc1ccc(Cn2cc(CN3CCc4onc(-c5ccc(Br)cc5)c4C3=O)nn2)cc1,0.5,nt,-0.1,3.0,-1.7,nt,0.0,-13.0
CCSc1nnc(-c2cccnc2)n1-c1ccc(Cl)c(C)c1,nt,-3.8,nt,0.2,3.8,7.8,-2.0,8.3
Cc1nc(NC(=O)c2c(-c3ccccc3Cl)noc2C)sc1C,-0.1,nt,-0.2,-10.2,-0.6,5.7,-13.7,-11.0
CNC(=O)C[C@@H]1CC[C@H]2[C@@H](COc3ccc(NC(=O)Nc4ccc(Cl)cc4)cc3C(=O)N2C)O1,0.1,3.5,0.2,-5.0,-0.6,1.2,2.2,-7.4
Cc1ccc(NC(=O)COC(=O)c2ccco2)cc1S(=O)(=O)N1CCOCC1,0.2,-12.0,2.6,-2.4,0.1,-7.9,-5.3,-13.1
C[C@@H]1CN([C@@H](C)CO)C(=O)CCCn2nncc2CO[C@@H]1CN(C)C(=O)Nc1cccc2ccccc12,-0.4,1.2&-1.0,0.2,-6.2&3.6,14.5&0.1,-11.3&-1.0,-1.8&7.6,2.6&-7.3
Cc1oc2c(C)c3oc(=O)c(CC(=O)N[C@@H](CC(C)C)C(=O)N[C@@H](Cc4ccccc4)C(=O)O)c(C)c3cc2c1C,nt,-3.6,nt,0.9,-0.7,nt,0.7,-8.7
C/C=C/c1ccc([C@H]2[C@@H](CNC(=O)CC3CC3)N(C(C)=O)[C@H]2CO)cc1,0.1,0.2,0.0,nt,nt,-15.3,nt,nt
c1ccc(-c2c[nH]c(-c3ccccc3)c2)cc1,0.0,nt,2.5,-2.2,2.6,nt,4.8,-91.9
CC(C)(C)NC(=O)N1CCN(S(=O)(=O)c2ccc3c(c2)CCC3)CC1,-0.1,0.9,-0.3,-2.2,-1.3,-3.9,8.7,-11.9
CC1CCCCC12NC(=O)N(CC(=O)OCc1c(F)cccc1Cl)C2=O (stereo unspecified),0.0,3.7,-0.4,0.5,1.9,-3.2,-17.1,6.0
N#C[C@H]1[C@@H](c2ccccc2-c2ccccc2F)[C@H](CO)N1C(=O)Cc1ccccc1,0.0,nt,0.0,-2.9,nt,nt,nt,-5.2
O=S(=O)(Nc1ccc(S(=O)(=O)N2CCCCCC2)cc1)c1cccs1,nt,3.5,nt,-4.2,-1.9,-0.9,-1.6,-14.2
Cc1cccc(-c2ccc([C@@H]3[C@@H](CO)N4CCCCN(C(=O)c5cccnc5)C[C@H]34)cc2)c1,0.1,nt,-0.2,-2.1,0.4,12.1,0.5,16.4
O=C(CNC(=O)c1ccccc1)NC1(C(=O)NC2CCCCC2)CCCCC1,0.1,nt,1.5,-6.5,6.1,4.5,-0.3,-11.0
Cc1cccc(NC(=O)CSCC(=O)N(C)Cc2c(F)cccc2Cl)c1,0.0,-1.8,4.0,8.9,1.4,nt,-1.4,-1.1
CO[C@H]1CN(C)C(=O)c2cc(NC(=O)Nc3cc(F)ccc3F)ccc2OC[C@H](C)N(C(=O)c2cnccn2)C[C@H]1C,0.0,-1.1,0.0,0.3,0.9,0.4,-20.7,-6.7
C[C@H](CO)N1C[C@H](C)[C@@H](CN(C)Cc2ccccn2)Oc2cc(C#CC3CC3)ccc2S1(=O)=O,-0.7,1.9,0.1,-0.1,-1.4,3.0,8.7,-5.5
Cc1nc2cc(NC(=O)c3ccc([N+](=O)[O-])s3)ccc2s1,0.2,-21.6,-0.2,1.7,-4.7,-7.8,0.8,-11.4
COCCNC(=O)c1csc(Nc2cccc3ccccc23)n1,0.0,-2.3,nt,-0.4,1.2,-6.8,17.6,8.8
Cc1cc(O)c(NC(=O)c2cccc([N+](=O)[O-])c2)cc1C,0.0,39.3,8.3,-1.7,0.9,7.9,-8.0,-7.6
CCC(=O)Oc1ccc2c(c1)OC1(OC(C)=O)OC(C)CC1=C2C (stereo unspecified),-0.1,nt,nt,4.2,-2.4,-3.2,3.0,-9.3
NC(=S)Cc1ccccc1Cl,0.2,nt,nt,-14.1,-2.5,nt,-0.2,8.7
C[C@@H]1CN([C@@H](C)CO)C(=O)c2cc(Br)cnc2O[C@@H]1CN(C)CC1CCCC1,0.4,nt,0.7,2.6,0.0,6.5,-14.1,-6.2
CC(C)N1C(=S)SC(C)(C)C1n1oc(=O)n(-c2cccc(Cl)c2)c1=O (stereo unspecified),0.4,-6.6,0.1,-1.9,1.1,2.1,4.1,-11.6
O=C(C[C@@H]1CC[C@@H]2[C@H](COC[C@@H](O)CN2C(=O)Nc2cccc(Cl)c2)O1)NCC1CCCCC1,-0.1,5.0,0.2,2.4,0.7,4.1,-22.3,20.8
O=C(CCC(=O)N1CCOCC1)NCCc1ccccc1,0.0,39.1,nt,-1.9,-0.3,-2.4,-1.3,1.0
CS(=O)(=O)N(CC(=O)NCc1ccncc1)C1CCCCC1,0.0,nt,nt,-1.0,1.3,nt,-4.0,-5.9
Cn1c(SCC(=O)Nc2ccc(N3CCOCC3)cc2)nnc1C(F)(F)F,0.0,2.6,-1.4,-1.6,-0.7,-18.6,-1.0,-3.2
COc1ccc(S(=O)(=O)Nc2ccc3c(c2)CC(=O)N([C@@H](C)CO)C[C@@H](C)[C@@H](CN(C)Cc2ccc(Cl)c(Cl)c2)O3)cc1,-0.5,4.1,0.1,-4.5,2.4,-4.0,-3.8,-5.3
O=c1oc(-c2cccs2)nc2sc3c(c12)CCC3,nt,46.2*,nt,6.3,-0.9,8.0,10.9,-6.0
CCNS(=O)(=O)c1ccc(CCC(=O)NCc2ccncc2)cc1,0.0,2.0,nt,-11.5,5.5,-8.2,-1.8,0.1
CCC(O)c1nc2ccccc2n1CCc1ccccc1 (stereo unspecified),0.0,-6.4,nt,-0.3,0.1,-8.6,-1.9,-13.3
COc1cccc(CN(C)C[C@H]2OCc3cnnn3CCCC(=O)N([C@H](C)CO)C[C@H]2C)c1,-0.3,1.4,-0.1,0.7,7.2,6.5,5.4,0.5
# (cont.)
SMILES,XiGFP reactiv,esBAF inh,E-selectin induc,ERp5 inh,ERAP1 HTS inh,RAD54 inh,S100A4 inh HTS,RAD52 anneal inh
O=C(c1ccc(-c2ccc([N+](=O)[O-])cc2)o1)N1CCCC(C(F)(F)F)C1 (stereo unspecified),0.2,38.4,0.4,2.3,3.6,4.7,-0.4,-10.9
COc1ccc(CNC(=O)C[C@@H]2C[C@H]3c4cc(NC(=O)NC5CCCC5)ccc4O[C@H]3[C@H](CO)O2)cc1,0.0&-0.1,-1.7,2.1,2.2,3.3,-8.7,-1.8,-0.3
COc1ccc(NC(=O)C2CCC(CNC(=O)[C@@H]3Cc4ccccc4CN3)CC2)cc1 (stereo partly specified),0.0,-0.4,nt,0.4,-0.9,-8.8,9.7,-7.5
CN(CCO)c1cc(NCCCN2CCC(Cc3ccccc3)CC2)c2nonc2c1[N+](=O)[O-],0.0,-4.0,nt,-3.3,-6.4,4.8,1.7,-18.7
COc1ccc(COc2cccc(C=O)c2)cc1,0.0,21.6,0.0,7.6,-1.7,-12.2,-2.1,-17.4
CS(=O)(=O)Nc1ccc2c(c1)[C@@H]1C[C@@H](CC(=O)NC3CCCCC3)O[C@H](CO)[C@@H]1O2,0.0,0.0,-0.5,2.0,-0.8,-2.0,-3.5,-1.8
CC(C)c1cn(CC[C@H]2CC[C@@H](NC(=O)Nc3cc(Cl)cc(Cl)c3)[C@H](CO)O2)nn1,0.1,-2.8,0.0,-2.7,1.1,-7.7,6.3,5.9
CC(C)NC(=O)NC(=O)CSc1nnc(-c2ccccc2F)n1N,-0.1,nt,nt,10.6,-0.6,nt,-11.8,-5.2
CC[C@H]1OC(=O)[C@H](C)[C@@H](O[C@H]2C[C@@](C)(OC)[C@@H](O)[C@H](C)O2)[C@H](C)[C@@H](O[C@@H]2O[C@H](C)C[C@H](N(C)C)[C@H]2O)[C@](C)(OC)C[C@@H](C)C(=O)[C@H](C)[C@@H](O)[C@]1(C)O,-0.1,-1.4,-0.2,3.6,-6.0,-5.6,2.6,-2.8

# Compound activity: PubChem, Broad Institute
